Screens (PubChem BioAssay)
697 NFkB inh: inhibitors of PMA/ionomycin-induced NF-kB reporter, 697 cells, primary screen, B-cell NF-kB inhibitor project, cell-based, luminescence, uHTS | 697 B-cell NF-kB luciferase reporter, 16 h | inhibition, % at 4 µM | hit rate 0.33% among 330,000; in the data active = inhibition above about 35%
tim23-1 inh: growth inhibitors of tim23-1 mutant yeast, primary screen, luminescence, uHTS | S. cerevisiae tim23-1 growth, BacTiter-Glo luminescence, 24 h | inhibition, % at 20 µM | hit rate 1.3% among 330,000 | AID 463212, 2010;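 active = growth inhibition of the mutant yeast at or above 50%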;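 note: temperature-sensitive mutant grown at 25 °C; plate controls were DMSO-treated mutant yeast for no effect and medium wells lacking yeast for full effect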
Jurkat NFkB inh: inhibitors of induced NF-kB luciferase reporter, primary screen, TCR NF-kB activation inhibitor project, cell-based, luminescence, uHTS; Jurkat, PMA/ionomycin-induced NF-kB luciferase reporter; AID 435003, 2010; hit rate 0.53% among 330,000; inhibition, % at 4 µM; in the data active = inhibition above about 50%
XBP1 UPR activ: activators of adaptive XBP1 UPR arm, primary screen, cell-based, CHO-XBP1 luciferase reporter, luminescence, uHTS; IRE1-XBP1 UPR activation; percent of tunicamycin response, DMSO as zero; activation, % at 20 µM; hit rate 0.33% among 330,000; AID 463104, 2010;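 active = versus positive control, 20 µM dose yields 30% or more activation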;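 note: 100% = tunicamycin at 10 µg/mL and 0% = DMSO only wells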
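Material – CHO cell line with stable XBP1 luciferase reporter · Buffer or medium – F12 plus 10% FBS · Compound – single point, 20 µM final compound, 1% DMSO · Schedule – 16-18 h cell attachment at 37 °C, then 6 h compound exposure · Signal – Steady-Glo luminescence read · Benchmarks – high control tunicamycin 10 µg/mL final, low control DMSO vehicle only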
APJ antagonist: antagonists of human apelin receptor APJ, primary screen, CHO-K1 cells, beta-arrestin complementation, luminescence | inhibition, % at 20 µM | hit rate 0.32% among 330,000;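 active = inhibition above about 40% at 20 µM, limit read from the data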;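 note: cells challenged with 10 nM apelin-13 agonist together with compound; plate controls were apelin-13 plus DMSO wells for no effect and DMSO wells lacking apelin-13 for full effect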
UPR CHOP act: activators of apoptotic CHOP UPR arm, primary screen, cell-based, CHO-CHOP luciferase reporter, luminescence, uHTS; UPR activation; percent of tunicamycin response over DMSO baseline; activation, % at 10 µM; hit rate 0.34% among 330,000; AID 449763, 2010;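 active = at 10 µM dose, activation of 40% or more, normalized to positive control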;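 note: 100% = tunicamycin at 10 µg/mL and 0% = DMSO alone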
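Assay system: CHO-CHOP cells, stable luciferase reporter of PERK-eIF2a-CHOP signalling / Buffer or medium: F12 plus 10% serum / Compound dosing: one dose, 10 µM in 0.5% DMSO / Times: 6 h compound treatment, 37 °C / Technique: luciferase luminescence / Read-out: % reporter activation, DMSO baseline versus tunicamycin full activation / Benchmarks: tunicamycin and DMSO controls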
APJ agonist: agonists of human apelin receptor APJ, primary screen, CHO-K1 cells, PathHunter beta-arrestin, luminescence; P35414; 0% DMSO wells, 100% apelin; activation, % at 20 µM; hit rate 0.11% among 330,000; AID 2520, 2010;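 active = activation more than six SD over the plate average, tested at 20 µM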;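 note: 0% = DMSO alone and 100% = apelin-13 at 10 nM; some results filed as inactive read as strong as hits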
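Material: engineered CHO-K1 APJ arrestin reporter cells; amount: 1000 CHO-K1 reporter cells seeded per well; incubation: compound stimulation 90 min at 25 °C, detection 60 min; signal: luminescent beta-gal fragment complementation, chemiluminescent substrate; read-out basis: APJ agonist activity; controls: DMSO-only wells as negative, 10 nM Apelin-13 as positive control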
Mdm2 MdmX PPI: inhibitors of human Mdm2-MdmX association, primary screen, cell-based, luminescence, split luciferase, SaOS-2, uHTS | Protein Mdm4 (Homo sapiens) + E3 ubiquitin-protein ligase Mdm2 (Homo sapiens), … | SaOS-2 split-luciferase Mdm2/MdmX complementation | inhibition, % at 8 µM | hit rate 3% among 330,000 | AID 485346, 2010;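 active = inhibition of at least 50% at 8 µM in the primary screen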
Target sequence (O15151 whole entry, looked up): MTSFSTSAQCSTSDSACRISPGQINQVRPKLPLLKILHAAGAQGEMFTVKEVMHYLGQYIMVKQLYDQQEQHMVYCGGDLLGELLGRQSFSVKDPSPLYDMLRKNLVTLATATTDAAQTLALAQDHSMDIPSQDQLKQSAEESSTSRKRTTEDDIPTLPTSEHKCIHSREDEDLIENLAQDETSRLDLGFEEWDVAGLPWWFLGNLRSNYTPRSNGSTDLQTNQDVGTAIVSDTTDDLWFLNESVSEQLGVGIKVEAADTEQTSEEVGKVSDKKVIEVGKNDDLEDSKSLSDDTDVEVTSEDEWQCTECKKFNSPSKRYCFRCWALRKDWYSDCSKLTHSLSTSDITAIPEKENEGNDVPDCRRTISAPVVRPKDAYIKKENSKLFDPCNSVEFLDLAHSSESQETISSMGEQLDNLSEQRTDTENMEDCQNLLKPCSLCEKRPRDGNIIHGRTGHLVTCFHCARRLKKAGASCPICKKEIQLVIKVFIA
Target sequence (Q00987 whole entry, looked up): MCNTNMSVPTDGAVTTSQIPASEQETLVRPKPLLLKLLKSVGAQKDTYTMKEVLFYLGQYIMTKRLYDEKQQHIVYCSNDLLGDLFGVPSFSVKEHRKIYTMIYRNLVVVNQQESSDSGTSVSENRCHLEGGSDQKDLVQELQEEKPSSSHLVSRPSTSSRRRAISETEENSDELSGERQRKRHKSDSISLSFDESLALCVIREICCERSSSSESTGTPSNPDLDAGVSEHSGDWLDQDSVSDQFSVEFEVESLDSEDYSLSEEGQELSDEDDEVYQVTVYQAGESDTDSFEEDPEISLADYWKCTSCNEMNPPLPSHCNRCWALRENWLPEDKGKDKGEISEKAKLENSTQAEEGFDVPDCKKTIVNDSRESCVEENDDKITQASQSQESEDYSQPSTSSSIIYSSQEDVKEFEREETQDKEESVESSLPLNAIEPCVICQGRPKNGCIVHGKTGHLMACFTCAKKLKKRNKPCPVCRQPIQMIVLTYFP
* marks the source's active call; other numbers are inactive results.

Below each SMILES: Jurkat NFkB inh	XBP1 UPR activ	UPR CHOP act	697 NFkB inh	APJ antagonist	Mdm2 MdmX PPI	tim23-1 inh	APJ agonist
O=C(c1ccccc1)N1CCN(c2ccc([N+](=O)[O-])c(N3CCOCC3)c2)CC1
 : 4	-5	-2.1	11	9	-13	18	-4
CC(C)CCC1=NN(C(=O)c2ccco2)C(O)(C(F)(F)F)C1 (stereo not given)
 : 0	-1	0.0	7	6	18	19	-3
CC(C)=CCN1CCN(Cc2cccc3nccnc23)CC1CCO (stereo not given)
 : 1	0	-0.5	12	10	9	-9	-4
NC(=O)CC(NC(=O)Cc1cccc2ccccc12)c1ccc(NC2CCC2)c([N+](=O)[O-])c1 (stereo not given)
 : 6	-2	-0.9	16	3	19	-11	-6
CCOc1ccc(C2C(C#N)=C(N)Oc3cc(C)n(CCN(C)C)c(=O)c32)cc1OCC (stereo not given)
 : 0	-2	-2.2	6	14	16	-3	0
COc1cc(C(Nc2ccc(S(=O)(=O)N3CCC(C)CC3)cc2)C(=O)NCC2CCCO2)cc(OC)c1OC (stereo not given)
 : 7	-1	3.9	33	-15	3	7	-2
CC(CNC1CCCCC1)OC(=O)c1ccccc1 (stereo not given)
 : 3	-5	1.9	0	14	6	4	-4
O=C(c1cc(F)cc2c1OCOC2)N1CCN(c2ccc(F)cc2)CC1
 : -3	3	1.1	-7	0	6	3	-2
CS(=O)(=O)N(CC(=O)NCc1cccnc1)Cc1ccc(Cl)cc1
 : -17	-2	0.3	-17	-33	6	14	4
CC(N1CCOC1=O)S(=O)(=O)c1ccccc1 (stereo not given)
 : 0	-1	3.3	10	9	8	18	4
CC(OC(=O)c1ccc(Cl)c(S(=O)(=O)N2CCCC2)c1)C(=O)NC1CCCCC1C (stereo not given)
 : 3	-8	-0.8	16	-7	23	10	2
CCc1cc2c(SCc3nc4sc(C(C)=O)c(C)c4c(=O)[nH]3)ncnc2s1
 : 2	-1	-0.5	-53	5	8	24	0
CN1CCN(c2nc(-c3ccccc3)c3cc(Cl)ccc3n2)CC1
 : 6	3	3.5	23	-4	19	26	1
COC(=O)C/C=C/[C@@H](C)[C@@H](/C=N/OC[C@@H](C)[C@H](OCc1ccccc1)C(C)C)NS(=O)(=O)c1ccc(C)cc1
 : 16	1	-0.2	14	-3	-1	22	-3
CCOc1ccc(/C=C2\SC(=O)N(c3ccc(O)cc3)C2=O)cc1OC
 : -14	7	2.4	-1	-9	4	-7	-5
COC1c2ccccc2C(=O)N1Cc1ccc(F)cc1 (stereo not given)
 : -12	-3	-0.4	13	-35	18	-3	0
CC(C)=C1C(=O)NN(c2cccc(Cl)c2)C1=O
 : 1	-2	-2.6	19	3	16	-1	3
COC(=O)CCN(c1ccccc1)S(=O)(=O)c1cc(-c2cc(C)no2)ccc1C
 : 14	-5	2.0	-25	-6	25	33	0
Cc1ccc(F)cc1S(=O)(=O)NCc1ccc(N2CCN(C)CC2)cc1
 : -13	-2	3.8	-5	-17	-14	4	2
O=C1NCCN(Cc2c(F)cccc2Cl)C1CC(=O)N1CCCCO1 (stereo not given)
 : 4	0	-0.6	0	-2	0	0	-2
O=C(O)C1CCCCC1C(=O)Nc1nc(-c2ccc(Cl)s2)cs1 (stereo not given)
 : 6	1	1.5	-2	-6	18	26	-1
Cc1cc(=O)nc2c3ccccc3n(CC(=O)NCCCN3CCOCC3)n12
 : -1	-3	-2.4	10	18	14	-12	-2
O=C1c2cccc3cc([N+](=O)[O-])cc(c23)C(=O)N1CC1CCCO1 (stereo not given)
 : 13	0	1.1	9	-15	40	52*	2
CNC(=O)Nc1ccc(S(N)(=O)=O)cc1
 : 2	-1	-3.0	-21	-18	11	15	-1
COC(=O)c1ccc(C2/C(=C(\O)c3ccc4c(c3)OCCO4)C(=O)C(=O)N2CCCN(C)C)cc1 (stereo not given)
 : 6	-1	5.9	0	9	-13	-9	-1
CC(C)(C)NC(=O)N1CCCN(c2ccc(C(F)(F)F)cn2)CC1
 : -8	1	7.6	2	-8	6	14	2
NS(=O)(=O)c1ccc(NC(=O)COc2cccc3ccccc23)cc1
 : 6	-2	2.9	-5	1	2	-2	6
O=C(COC(=O)c1cccnc1Cl)Nc1ccc(S(=O)(=O)N2CCOCC2)cc1
 : -8	-3	-1.6	7	14	6	9	-1
CC1(C)Nc2ccccc2C(=O)N1NS(=O)(=O)c1ccccc1
 : 2	-1	2.7	11	11	-19	12	-1
COc1cc(C(=O)Nc2ccc(S(=O)(=O)Nc3nccc(C)n3)cc2)cc(OC)c1OC
 : 12	-3	-4.1	12	-1	25	7	-4
O=C(CCCn1cc([N+](=O)[O-])cn1)NCc1ccccc1
 : -3	2	-1.0	16	-26	2	5	-1
O=C(CSc1nc2ccccc2o1)Nc1nncs1
 : -13	1	0.9	-11	52*	-11	-2	-5
C#CCOc1ccc(/C=N/O)cc1Cl
 : 2	1	2.9	9	5	-1	11	-1
CC(C)Cn1c(N)c(C(=O)COC(=O)CN2C(=O)C3CC=CCC3C2=O)c(=O)n(C)c1=O (stereo not given)
 : 18	0	-0.3	-5	3	12	5	-1
CCCc1nn2c(=O)cc(CSCC(=O)Nc3ccc(C)cc3)nc2s1
 : 2	-2	0.6	0	-1	1	5	-3
Cc1ccc(NC(=O)COC(=O)CCc2ccc(S(=O)(=O)N3CCOCC3)cc2)cc1F
 : -17	0	1.1	-44	-17	-11	19	-2
O=c1c2ccccc2nc(COc2ccccc2)n1/N=C/c1c[nH]c2ccccc12
 : -12	0	-0.3	-4	4	27	15	0
CC(SCC(=O)O)c1nc2ccccc2[nH]1 (stereo not given)
 : -4	3	3.5	12	-23	12	0	-3
COC(=O)c1cc(C(=O)CC(C)C)c[nH]1
 : -14	4	-0.3	13	15	-9	9	-3
CCOc1ccc(S(=O)(=O)NCCc2ccccn2)cc1
 : 8	-2	-1.1	9	5	-4	-2	-5
CCOC(=O)Cn1nnnc1CN(Cc1ccc(OC)cc1)Cc1cc2cc(CC)ccc2[nH]c1=O
 : -12	2	-0.4	-44	6	-19	12	4
N#Cc1c(N2CCOCC2)nc(-c2ccco2)c2c1CCCC2
 : 10	-2	-2.0	16	13	15	28	-5
COc1ccc(CCn2c(N3CCN(C)CC3)nc3c2c(=O)[nH]c(=O)n3C)cc1
 : 6	0	-2.5	4	0	21	11	1
CCOc1ccc(/C=C(\C(=O)O)c2ccc(S(=O)(=O)N3CCOCC3)s2)cc1OC
 : 8	-3	0.4	-4	-2	-8	9	2
c1cc(SC2CCCCC2)cc(-c2nc3cnccn3c2NC2CCCCC2)c1
 : 1	196*	7.8	-34	-1	89*	34	-1
CC1(C)Cc2c(sc3ncnc(NN)c23)CO1
 : 1	0	4.0	3	-23	7	11	3
Cc1ccc(S(=O)(=O)N2CCCCCC2)cc1[N+](=O)[O-]
 : -5	3	1.5	-24	7	1	20	-1
O=CN1CCN(C(=O)CC(c2ccccc2)c2cc(Br)ccc2O)CC1 (stereo not given)
 : 3	-3	1.7	-1	15	4	-1	-3
COC(=O)c1ccc2c(=O)n(C3CCCCC3)c(SCC#N)nc2c1
 : -14	3	-1.5	-7	0	30	4	3
CC(C)(C)C1=Nn2c(nnc2-c2ccco2)SC1
 : -4	-1	0.2	13	-3	-3	19	-3
CC1CN(C(=S)Nc2ccccc2C(F)(F)F)CC(C)O1 (stereo not given)
 : 2	-1	1.8	-4	-4	16	9	-4
Cc1cccc(-c2nc(C#N)c(N3CCCCC3)o2)c1
 : -32	10	11	-39	-14	-69	25	-1
O=C(c1ccc(CSc2ccccc2)cc1)N1CCN(c2ccccc2)CC1
 : -32	0	0.4	1	-35	-30	32	-3
CCN(C(=O)C(C)OC(=O)C1C(C(=O)OC)=C(C)NC(C)=C1C(=O)OC)c1ccccc1 (stereo not given)
 : -21	3	-1.4	-2	-4	-12	23	-3
O=C(CCN1C(=O)C2C3C=CC(C4CC34)C2C1=O)Oc1ccc(Br)cc1 (stereo not given)
 : 7	0	0.3	-15	-4	-2	18	3
Cc1ccc(Nc2nnc(SCC(=O)NCC3CCCO3)s2)cc1C (stereo not given)
 : -1	0	2.0	5	0	4	3	-1
Cc1cc(NS(=O)(=O)c2ccc(CC(C)C)cc2)no1
 : -16	2	-0.9	-4	-13	10	14	0
CCCc1cc(=O)oc2c(CN(CC)CC)c(O)c(Cl)cc12
 : 7	0	-0.9	21	24	-25	-3	0
O=C(C1=C[C@@H](c2ccccc2)C[C@@H](OCCCCO)O1)N1CCOCC1
 : 3	0	1.0	-4	-63	-16	6	-4
COc1cc(NS(=O)(=O)c2ccc(NC(=O)COc3ccccc3C)cc2)nc(OC)n1
 : 7	3	0.6	23	21	24	27	-3

Reprinted at random: 2 records from the list, in no set order.
Below each SMILES: Jurkat NFkB inh	XBP1 UPR activ	UPR CHOP act	697 NFkB inh	APJ antagonist	Mdm2 MdmX PPI	tim23-1 inh	APJ agonist
COC(=O)C/C=C/[C@@H](C)[C@@H](/C=N/OC[C@@H](C)[C@H](OCc1ccccc1)C(C)C)NS(=O)(=O)c1ccc(C)cc1
 : 16	1	-0.2	14	-3	-1	22	-3
CNC(=O)Nc1ccc(S(N)(=O)=O)cc1
 : 2	-1	-3.0	-21	-18	11	15	-1

One compound at a time, as listed above. Values in the order: Jurkat NFkB inh, XBP1 UPR activ, UPR CHOP act, 697 NFkB inh, APJ antagonist, Mdm2 MdmX PPI, tim23-1 inh, APJ agonist
`CCCc1cc(=O)oc2c(CN(CC)CC)c(O)c(Cl)cc12` is listed as 7, 0, -0.9, 21, 24, -25, -3, 0
`CCOc1ccc(/C=C(\C(=O)O)c2ccc(S(=O)(=O)N3CCOCC3)s2)cc1OC` is listed as 8, -3, 0.4, -4, -2, -8, 9, 2

Next part.
Below each SMILES: Jurkat NFkB inh	XBP1 UPR activ	UPR CHOP act	697 NFkB inh	APJ antagonist	Mdm2 MdmX PPI	tim23-1 inh	APJ agonist
COC(=O)Cc1nnc(NC(=O)c2ccccc2)s1
 : -4	2	2.0	-15	-3	-11	20	1
CC(C)C1CC(=O)NC(SCC(=O)Nc2ccc(Br)cc2)=C1C#N (stereo not given)
 : -107	2	-8.0	-45	-1	5	8	2
COc1ccc(-c2oc(=O)c3cc(OC)c(OC)cc3c2C#C[C@]2(O)CC[C@H]3[C@@H]4CCc5cc(OC)ccc5[C@H]4CC[C@@]32C)cc1
 : 35	-2	1.6	-1	-1	70*	10	1
Cc1ccc2[nH]c3c(c2c1)CCC3=O
 : 12	2	-0.9	22	-3	21	7	5
CC1CN(c2ccc(NC(=S)NNCCC#N)cc2)CC(C)O1 (stereo not given)
 : -5	0	0.1	-2	-4	29	-3	4
Cc1cc2nc(CCl)cc(=O)n2[nH]1
 : -6	-2	-0.6	-6	0	-9	10	2
CC(C)(C)c1cc(C(c2cccnc2)N2CCN(CCO)CC2)cc(C(C)(C)C)c1O (stereo not given)
 : -12	-9	-8.9	-23	23	100*	42	4
Cc1cc(C)n(-c2ccc(C(=O)Oc3ccc4c(c3)OCO4)cc2)n1
 : 2	5	5.9	2	6	3	-3	-1
COc1ccc(CC(=O)NC2CC2)cc1OC
 : -1	0	1.0	4	0	10	3	0
CCOCCCNC(=O)CS(=O)(=O)Cc1nc(-c2cccc(OC)c2)oc1C
 : -4	-1	-1.4	10	8	1	3	-3
